Giardia kill = kills Giardia lamblia; activity change, % at 7.66 µM, hits read low; AID 540267; Giardia lamblia trophozoite viability; 340,000 tested, 0.15% active; in the data active = activity change below about -80%; inconclusive = between about -30% and that limit;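 also: parasites exposed to compound for two days anaerobically before the ATP read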
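Each well holds 100 Giardia trophozoites and compound. After two days (48 hrs) at 37 deg C in anaerobic conditions, ATP is quantified by luminescence.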
FBPA coupling cs = coupling enzyme interference in Giardia aldolase counter-screen; coupling enzyme system counterscreen, AmpLite Red fluorescence; activity change, negative = inhibition, % at 58.2 µM, hits read low; 290,000 tested, 0.67% active; in the data active = activity change below about -30%
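Compounds tested against the coupling enzymes alone at 57.5 uM final; readout was AmpLite Red fluorescence (525/598 nm) after 20 min at RT.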
PKM2 act = activators of human pyruvate kinase M2. P14618. 260,000 tested, 0.34% active. purified PKM2, Kinase-Glo ATP luminescence, activation; response scale: 0% is enzyme alone, no compound. Potency, µM (highest dose often 57.5 µM), inactives show at the highest dose activation, actives largely listed as activators; also: potency is read from the fitted curve at half-maximal effect; nearly all actives have a fitted effect of over 55% in size
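Kinase-Glo luminescence reports ATP generated from ADP (0.1 mM) and PEP (0.5 mM) by purified hPK-M2 after 1 h at room temperature, pH 7.2 imidazole buffer; intermediate enzyme activity allows detecting inhibitors and activators.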
USP2a inh = inhibitors of human ubiquitin-specific protease USP2a. O75604. Potency, µM (series often up to 38.3 µM), for the others: top-dose activity change, negative = inhibition, hits mostly inhibitors. 330,000 tested, 0.01% active. USP2 core, Ub-CHOP2 coupled fluorogenic reporter, 485/531;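 also: potency is read from the fitted curve at half-maximal effect; plate controls were DMSO wells for no effect and full inhibition by NEM control for full effect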
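Cell-free coupled assay: 10nM USP2 core preincubated 30min RT with compound in Tris-HCl pH 8.0/CaCl2/CHAPS buffer, then 25nM Ub-CHOP2 and 25nM reporter substrate; fluorescence (Ex 485/Em 531) read after 60min RT, normalized to NEM inhibition, concentration-response curves fitted.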
uPA generation = inhibitors of cell surface uPA generation; cell surface uPA generation assay, qHTS; 330,000 tested, 0.31% active; AID 540303; Potency, µM (series often up to 38.3 µM), without a hit: at the top dose activity change, negative = inhibition, usual class: inhibitors; active = well fitted inhibition curve with a large enough effect; inconclusive = small, poorly fitted or top-dose-only effect; inactive = no such curve, though single readings can be large or run the other way; tested in mouse RAW 264.7 cells; also: potency is read from the fitted curve at half-maximal effect; nearly all actives have a fitted effect of over 55% in size
Eya2 phos inh = blocks the phosphatase activity of human Eya2 | O00167 | recombinant Eya2, OMFP fluorescence dephosphorylation (OMFP is methylfluorescein phosphate) | Potency, µM (doses to about 76.9 µM), without a hit: top-dose activity, negative = inhibition, hits mostly inhibitors | 330,000 tested, 0.006% active | AID 488837; also: potency is read from the fitted curve at half-maximal effect
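Eya2 (0.2 uM) preincubated 10 min at ambient with compound, then OMFP substrate added at 50 uM; 10 min reaction in 50 mM HEPES pH 7.5, 50 mM NaCl, 5 uM MgCl2, 0.05% BSA, 1 mM DTT. Fluorescence read at Ex 485/Em 525 nm.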
KCNH2 3.1 block = inhibitors of human KCNH2 3.1 potassium channel isoform; U2OS KCNH2 3.1, thallium flux FluxOr; stronger effect = lower value; 340,000 tested, 0.95% active; activity change, % (tested at about 1.8 µM);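 active = maximum activity change below -70%; inconclusive = maximum activity change from -70% to -50%; inactive = maximum activity change above -50%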;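 also: thallium influx rate constant from kinetic fluorescence after stimulation buffer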
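Thallium flux read-out: FluxOr dye with Red40 quencher in HBSS/HEPES, 45 min at RT. Rate constants from kinetic reads were normalized to positive and negative DMSO controls. Cells: U2OS virally expressing the 3.1 isoform.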
hERG WT inh = inhibitors of human wildtype KCNH2 potassium channel; AID 720551; U2OS, BacMam KCNH2, thallium flux FluxOr; stronger effect = lower value; 340,000 tested, 0.37% active; Q12809; activity change, % at 1.84 µM;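 active = maximum activity change below -70%; inconclusive = maximum activity change between -70% and -50%; inactive = maximum activity change above -50%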
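U2OS cells were transduced with wild-type KCNH2 virus (2.03 x 10^8 / mL) for 4 h at room temperature, then cultured overnight at 37 C. Thallium flux was read with FluxOr dye. Rate constants were normalized to DMSO controls.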
GALK inh = inhibitors of human galactokinase; Purified GALK, Kinase-Glo residual ATP luminescence; P51570; AID 1868; Potency, µM (top dose mostly 57.5 µM), without a hit: at the top dose activity change, negative = inhibition, most hits filed as inhibitors; 270,000 tested, 0.007% active; also: potency is read from the fitted curve at half-maximal effect
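Quantitative HTS: GALK 5 nM, ATP 35 uM, galactose 100 uM, 1 h room temperature, then luciferase-based ATP detection.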
B2AR arrestin = recruits beta-arrestin to the human beta2-adrenergic receptor; beta-arrestin recruitment to beta2AR, cell-based reporter; Potency, µM (series often up to 46.1 µM), inactives show top-dose activation, hits mostly activators; 330,000 tested, 0.02% active; AID 492947;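 also: potency is read from the fitted curve at half-maximal effect; 0% = DMSO controls and full agonism = EC100 isoproterenol or metaproterenol; nearly all actives have a fitted effect of over 65% in size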
BCR signal inh = chronic active BCR signaling inhibition; Potency, µM (titrated, usually from 46.1 µM), without a hit: top-dose ratio change, negative = lower green/red ratio, hits mostly inhibitors; ABC-DLBCL IkBa-CBG/CBR reporter, luminescence ratio, 4 h; 340,000 tested, 0.05% active; active = well fitted inhibition curve with a large enough effect in the signal ratio, with a control signal flat, not every such curve was filed as active; inconclusive = small, poorly fitted or top-dose-only effect, or effect the other way, or a change in a side signal; the % refers to the signal ratio;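 also: potency is read from the fitted curve at half-maximal effect; plate controls were basal doxycycline-induced cells for no effect and cells given 10 µM MG132 for full effect; MG132 reads +100%, hits lower the ratio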
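Compounds up to 46 uM were incubated four hours with TMD8 cells whose green CBG68 luciferase is fused to IkappaBalpha; red CBR luminescence normalised the signal, and concentration-effect curves were fitted to fusion, red and ratio data.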
* marks the source's active call; other numbers are inactive results; ? = inconclusive; . = no result given; [ ] = dose if it differs, or a comment. Unless noted, calls follow the shape of the dose curve; as a rule, active = well fitted curve in the direction sought with a large enough effect; inconclusive = small, poorly fitted or top-dose-only effect, or another doubt; inactive = no such curve, though single readings can be large; an effect the other way counts as inactive or inconclusive. Unless noted, % is scaled to controls: 0 for no effect and ±100 for the full control effect. Random draw from the library. Share with any hit: about 2.4%.

SMILES	Giardia kill	FBPA coupling cs	PKM2 act	USP2a inh	uPA generation	Eya2 phos inh	KCNH2 3.1 block	hERG WT inh	GALK inh	B2AR arrestin	BCR signal inh
C=CCOc1ccc(-c2n[nH]c(=S)o2)cc1	-18	13	-25%	1%	-4%	5%	-4	4	5%	0.2%	?
CC(C)COC(=O)Cc1c(O)c2ccccc2[nH]c1=O	-4	2	-11%	8%	-3%	16%	-14	-5	0%	-1.1%	4%
Cc1ccccc1OCCOc1cccc(/C=N/NC(=O)Cc2nnc(N)s2)c1	42[activator]	-11	2%	1%	-4%	-2%	-4	0	-2%	0.0%	?
O=C(COc1ccccc1)Nn1c(-c2ccccc2)nc2ccccc2c1=O	-6	5	2%	0%	5%	14%	-11	-6	1%	-1.3%	-1%
COc1ccc(C2CC(c3ccccc3)=NN2C(=O)COC(=O)c2cc(S(=O)(=O)N3CCOCC3)ccc2F)cc1 (stereo not given)	-12	0	-1%	3%	-5%	-3%	0	-2	3%	-0.2%	0%
CC(C)(C)c1ccc(OCC(O)CN(CCO)CC(O)Cn2ccc3ccccc32)cc1 (stereo not given)	-18	2	6%	5%	-14%	-2%	-4	4	-3%	0.1%	-1%
Cc1ccc(CNS(=O)(=O)c2ccc3c(c2)OCCO3)cc1	-5	-2	0%	1%	0%	-3%	12	-6	3%	?	2%
Cc1ccc(NC(=O)c2ccco2)cc1NC(=O)CSc1nnc(-c2cccs2)n1C	3	-3	-4%	1%	0%	2%	-1	-5	0%	0.0%	?
CCn1c(=O)c([N+](=O)[O-])c(NCCCn2ccnc2)c2ccccc21	-2	6	1%	9%	-1%	-9%	4	4	-1%	-1.0%	5%
O=C(COC(=O)c1c[nH]c2ccccc12)NC1CCCCC1	28	.	.	-1%	4%	-7%	4	-9	.	0.0%	-2%
O=C(CN(Cc1ccccc1)S(=O)(=O)c1ccc(Br)cc1)NCC1CCCO1 (stereo not given)	-18	-1	0%	0%	1%	-1%	-5	8	-2%	-0.3%	4%
CC(=O)Nc1ccc(S(=O)(=O)N(C)CC(=O)OCC(=O)c2ccc3c(c2)NC(=O)CO3)cc1	-5	.	.	-1%	-29%	-7%	17	8	.	-4.1%	-2%
c1ccc(-c2cc3c(-n4cccc4)ncnc3o2)cc1	11	2	5%	-5%	-3%	-3%	-1	4	1%	-3.1%	?
COc1cccc(CNS(=O)(=O)c2ccc3c(c2)C(C)(C)C(=O)N3C)c1	-5	.	.	2%	7%	1%	-1	1	0%	-0.8%	5%
O=C(COC(=O)c1cccc(Cl)c1)NCc1ccccc1	1	.	.	4%	4%	1%	-12	-4	.	0.4%	-1%
CCCCOc1cccc(C(=O)Nc2ccc(NC(=O)c3cccs3)cc2)c1	-19	0	.	0%	-1%	6%	-7	-3	6%	-2.2%	2%
CCc1nnc(NC(=O)CSc2nnc(Cc3ccc(OC)cc3)o2)s1	12	5	-3%	0%	3%	14%	-2	-18	-1%	-0.9%	-5%
Cn1c(SCC(=O)N2CCOCC2)nnc1-c1cccc(NC(=O)c2ccccc2)c1	-18	-3	-2%	1%	1%	1%	-11	-7	7%	-0.3%	0%
CC1(C)CC(NC(=O)N2c3ccccc3Sc3ccccc32)CC(C)(C)N1	12	1	4%	0%	2%	13%	2	0	-1%	-0.2%	-6%
O=C(Nc1nccs1)c1ccc2c(=O)n3c(nc2c1)CCCCC3	0	1	0%	2%	-4%	-14%	-26	7	2%	0.0%	?
CCNC(=S)N(Cc1ccco1)Cc1cc2cc3c(cc2[nH]c1=O)OCCO3	27	1	6%	3%	-10%	4%	12	-16	0%	-0.2%	-9%
C[C@]12CC[C@@H]3c4ccc(O)cc4C(=O)C[C@H]3[C@@H]1CC[C@@H]2O	-11	12	-3%	0%	-20%	-3%	-1	-2	-2%	-0.3%	?
CNC(=O)c1[nH]cnc1C(=O)Nc1cccc(C)c1	-17	.	.	0%	-15%	-1%	17	-3	.	0.3%	11%
O=C(Nc1ccc(F)cc1)C(NC1CCCCC1)c1ccccc1 (stereo not given)	9	0	-10%	-1%	-4%	-3%	?	0	5%	-0.1%	0%
CCn1c(SCC(=O)N/N=C/c2ccc(C)s2)nc2ccccc21	6	-11	-5%	-3%	-13%	-6%	0	3	2%	2.9%	0%
Cc1ccc(C(=O)N/C(=C/c2ccco2)C(=O)OCN2C(=O)c3ccccc3C2=O)cc1	-4	0	-6%	6%	4%	-1%	-27	7	1%	-0.5%	-1%
CC(C)(C)C(=O)Nc1cccc(-c2nc3ccccc3c(=O)o2)c1	-7	.	2%	0%	?	2%	-19	-2	-5%	0.0%	?
CCn1c(CC(=O)Nc2ccccc2F)nnc1SCC(=O)NC1CCCCC1	-14	0	.	1%	1%	-19%	6	0	-2%	0.3%	0%
Cc1ccc(Cn2cc(S(=O)(=O)c3ccc(C(C)C)cc3)c(=O)c3cc4c(cc32)OCO4)cc1	24	1	-4%	-2%	-1%	-5%	-4	-5	4%	-0.7%	26%
NNc1nc(NCc2ccccc2)nc(N2CCOCC2)n1	8	1	4%	1%	17%	-6%	-5	2	-1%	-0.3%	?
Clc1cc(Br)ccc1OCCCn1ccnc1	-1	1	-3%	4%	-14%	-1%	-6	15	0%	-0.2%	4%
COc1cccc(N2CCN(c3ccc4nnc(CCC(=O)Nc5ncccc5C)n4n3)CC2)c1	8	1	.	1%	6%	11%	3	-21	-1%	-0.2%	-6%
Cc1ccc(S(=O)(=O)Nc2ccc3c(c2)CC(=O)N([C@H](C)CO)C[C@@H](C)[C@H](CN(C)S(=O)(=O)c2ccccc2)O3)cc1	4	.	.	3%	-8%	-26%	5	6	.	3.0%	2%
NC(=O)CCN1CCN(Cc2nc(C(c3ccccc3)c3ccccc3)no2)CC1	-24	-2	0%	1%	-1%	-3%	-3	19	1%	-0.7%	0%
CCCNNC(=O)C(O)(c1ccccc1)c1ccccc1	-5	1	2%	-5%	-8%	-6%	1	-6	0%	2.0%	-4%
Cc1cc(C)cc(NC(=O)COC(=O)CN=C2NS(=O)(=O)c3ccccc32)c1	19	-5	3%	3%	5%	-2%	5	20	5%	-0.6%	-1%
Cc1ccc(-c2nc3ccccc3s2)cc1NC(=S)NC(=O)c1ccccc1	-11	.	-7%	-1%	-5%	-1%	-2	7	-1%	0.1%	?
CCOc1ccc(-n2c(-c3ccccc3)c[n+]3c2CCC3)cc1	7	2	-41%	4%	-17%	2%	-14	9	-4%	-0.2%	1%
COc1ccc(S(=O)(=O)NCCSCc2cccs2)cc1	-2	2	17%	0%	2%	4%	-1	2	-2%	-0.2%	3%
O=C(CNc1cccc2ccccc12)N/N=C/c1ccc(C(=O)O)cc1	-12	1	4%	4%	4%	-1%	0	2	-5%	-0.7%	-2%
Cc1ccc(-n2ncc(C(=O)N3CCN(C(=O)c4ccco4)CC3)c2C2CCN(C(=O)OC(C)(C)C)CC2)cc1C	11	.	.	0%	4%	-7%	16	-4	7%	-0.6%	4%
COc1ccc(C2=C(C=Nc3c(C)n(C)n(-c4ccccc4)c3=O)C(c3ccccc3C)c3ccccc3O2)cc1OC (stereo not given)	-3	-2	-3%	1%	4%	6%	-8	0	-4%	0.3%	?
Cc1ccc(-c2nc(CN(C)C(C3CC3)C3CC3)c(C)o2)cc1	10	0	-6%	-3%	-1%	3%	-20	3	-1%	-1.0%	12%
Cn1nnnc1SCC(=O)N1CCN(C(=O)c2ccco2)CC1	15	1	.	5%	4%	-8%	1	0	0%	0.1%	1%
COc1ccccc1-c1nnc(SCC(=O)Nc2oc(C)c3c(C)n[nH]c(=O)c23)n1C	?	.	.	0%	-1%	0%	8	-7	.	-0.2%	9%
COC(=O)c1sc2ccccc2c1-n1cccc1C(=O)C(=O)Nc1ccc(Cl)cc1	-8	-1	2%	-1%	3%	-3%	-27	-3	-3%	0.1%	?
C=CCNC(=S)N/N=C(\C)c1ccc(-n2ccnc2)cc1	-12	3	-1%	2%	-9%	-11%	-8	12	2%	9.1%	-3%
COc1cc(OC)cc(C(=O)N2CCC(C(=O)N3CCOCC3)CC2)c1	0	0	.	-2%	-1%	?	19	21	0%	0.0%	0%
COc1ccc2nc(Nc3ccccc3OC)sc2c1	-7	-5	-30%	2%	-7%	-22%	5	1	-1%	0.3%	?
OC1CCCN(Cc2ccc3ccc4cccc5ccc2c3c45)C1 (stereo not given)	3	0	-5%	-6%	?	22%	-4	-1	-4%	0.4%	?
Cc1cccc(/C(N)=N/OC(=O)COc2ccc(Cl)c(C)c2)c1	-10	-2	-20%	5%	4%	-1%	1	-4	.	-0.9%	?
